PTHR1 agonist: activates the human parathyroid hormone receptor PTHR1 | 410,000 compounds, 0.075% hits | Q03431 | HEK293 GP2 PTHR1 cells, GloSensor cAMP luminescence, 1 h | Potency, µM (titrated, usually from 115 µM), without a hit: at the highest dose activation, actives largely listed as activators; further: potency means the concentration at half of the fitted maximal effect; nearly all actives have a fitted effect of over 55% in size; some results filed as inactive show a strong effect at the top dose; inactives centre near -15; many of its hits are not listed in these tables
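HEK-293-derived GP2 cells expressing PTHR1 and a GloSensor cAMP reporter, 3,000/well, plated overnight, given luciferin plus IBMX (each 0.5 mM as added) for 1 h at 37 °C, then compound for 1 h at 37 °C. Luminescence was read after 15 min at room temperature.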
PLK1 PBD inh: inhibitors of human PLK1 polo-box domain binding. P53350. Plk1 PBD binding of FITC phosphopeptide, fluorescence polarization. Potency, µM, for inactives: max response, negative = inhibition, hits mostly inhibitors. 360,000 compounds, 2.8% hits. AID 720504; further: potency means the concentration at half of the fitted maximal effect; series mostly up to about 57 µM; on the % scale 0 is the no-effect control and ±100 the full control effect; nearly all actives have a fitted effect of over 65% in size
IL2 activator: activators of IL-2. IL-2 activation reporter assay, cell-based qHTS; stimulated with anti-CD3/CD4/CD28 beads; in transgenic mouse T cells. activation, % (series mostly up to about 46 µM). 360,000 compounds, 0.065% hits; in the data active means activation above about 50%; inconclusive means mostly about 30% to 49%; further: 0% is about no effect
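Unstimulated transgenic mouse T cells preincubated 60 min with compound, then stimulated with anti-CD3/anti-CD4-coated beads plus anti-CD28 for 18 h at 37 degrees C. IL-2 response read as EGFP and DsRed fluorescence by plate cytometry.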
HEK293 tox: cytotoxicity in counter-screen for GLP-1R inverse agonists | Potency, µM (series often up to 38.3 µM), for inactives: top-dose activity change, negative = inhibition, actives largely listed as inhibitors | HEK293 cAMP-luciferase reporter cells, luminescence, 24 h | 410,000 compounds, 0.13% hits | AID 624418;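 further: loss of luciferase light is scored as toxicity; potency means the concentration at half of the fitted maximal effect; on the % scale 0 is the no-effect control and ±100 the full control effect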
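Quantitative HTS format, 1536 wells, 200 cells/uL seeded. Compounds: 23 nL, 24 h, 37 °C. Detection: luciferase reagent, luminescence at 12 min RT; decreased signal taken as cytotoxic.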
EPAC1 antag: antagonists of human EPAC1; O95398; EPAC1 GEF assay, Rap1b-BODIPY-GDP exchange fluorescence; Potency, µM (top dose mostly 115 µM), for the others: top-dose activity change, negative = inhibition, usual class: inhibitors; 360,000 compounds, 0.14% hits; AID 720709;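 further: potency means the concentration at half of the fitted maximal effect; plate controls were vehicle for no effect and positive control for full effect; nearly all actives have a fitted effect of over 50% in size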
PI5P4K alpha inh: inhibitors of human PI5P4K alpha. P48426. PI5P4Kalpha enzyme, ADP-Glo luminescence, 60 min; active compounds read low. max response, %. 330,000 compounds, 1.2% hits; active means max response of -50% or lower; inconclusive means between -30% and -50%; inactive means -30% or higher; further: value at the top dose of about 77 µM; on the % scale 0 is the no-effect control and ±100 the full control effect
Target sequence (P48426 whole entry, looked up): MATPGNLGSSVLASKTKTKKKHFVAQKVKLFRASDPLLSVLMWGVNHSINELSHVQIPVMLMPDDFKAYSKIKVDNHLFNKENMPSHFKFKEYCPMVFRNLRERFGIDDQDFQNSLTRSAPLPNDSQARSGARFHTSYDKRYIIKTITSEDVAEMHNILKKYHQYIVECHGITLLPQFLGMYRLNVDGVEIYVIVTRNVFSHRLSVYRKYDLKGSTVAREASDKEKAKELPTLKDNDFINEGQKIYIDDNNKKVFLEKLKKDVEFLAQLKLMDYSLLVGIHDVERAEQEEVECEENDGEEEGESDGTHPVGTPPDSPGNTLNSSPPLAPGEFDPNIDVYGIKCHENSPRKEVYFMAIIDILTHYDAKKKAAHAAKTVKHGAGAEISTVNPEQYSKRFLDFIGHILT
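Compounds were pin-transferred onto PI5P4Kalpha and substrate in HEPES pH 7.4 buffer with EGTA, CHAPS and 5% DMSO. ATP (5 microM final) started the reaction, which ran 60 minutes at room temperature before ADP-Glo detection.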
GLP1R inv ag: inverse agonists of human GLP-1 receptor | HEK293 GLP-1R CRE-luciferase, luminescence, 24 h; GLP-1R form is constitutively active | Potency, µM (highest dose often 38.3 µM), without a hit: at the highest dose activity change, negative = inhibition, most hits filed as inhibitors | 410,000 compounds, 1.6% hits; further: potency means the concentration at half of the fitted maximal effect; on the % scale 0 is the no-effect control and ±100 the full control effect; nearly all actives have a fitted effect of over 55% in size
Target sequence (P43220 whole entry, looked up): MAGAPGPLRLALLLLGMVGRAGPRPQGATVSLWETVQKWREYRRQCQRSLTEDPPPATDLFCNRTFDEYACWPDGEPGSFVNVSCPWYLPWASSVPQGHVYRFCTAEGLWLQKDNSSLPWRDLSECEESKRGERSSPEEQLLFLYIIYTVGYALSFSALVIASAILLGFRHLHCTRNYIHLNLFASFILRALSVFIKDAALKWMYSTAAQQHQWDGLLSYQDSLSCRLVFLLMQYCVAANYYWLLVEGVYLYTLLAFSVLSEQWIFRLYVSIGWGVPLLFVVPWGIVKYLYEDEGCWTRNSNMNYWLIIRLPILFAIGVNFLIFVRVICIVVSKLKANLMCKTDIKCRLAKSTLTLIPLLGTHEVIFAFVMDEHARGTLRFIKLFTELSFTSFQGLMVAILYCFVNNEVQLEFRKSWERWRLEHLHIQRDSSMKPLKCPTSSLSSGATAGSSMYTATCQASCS
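Luminescence readout: a drop in cAMP-driven luciferase signal flags inverse agonism at a constitutively active GLP-1R stably expressed in HEK293. Compound exposure lasted 24 hr at 37 deg C, 5% CO2.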
EPAC1 ag: agonists of human EPAC1; O95398; EPAC1 agonist qHTS, biochemical assay; response scale: 100% = response to 6.5 mM cAMP; Potency, µM (top dose mostly 154 µM), inactives show at the top dose activation, actives largely listed as activators; 360,000 compounds, 0.073% hits; AID 720707; further: potency means the concentration at half of the fitted maximal effect; nearly all actives have a fitted effect of over 60% in size
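Nucleotide exchange assay: 100 nM EPAC1 with 250 nM Rap1B loaded with BODIPY-GDP and 50 uM GDP, room temperature. Fluorescence (480/540 nm) read every 5 min for 30 min; signal change normalized to 6.5 mM cAMP as full agonist.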
GLP1R ag: activates the human GLP-1 receptor; AID 624172; Potency, µM (top dose mostly 45.6 µM), for inactives: at the highest dose activation, hits mostly activators; 380,000 compounds, 0.007% hits; P43220; HEK293 GLP-1R CRE-luciferase, luminescence, 4-6 h; cells express a hypersensitive GLP-1R form; further: potency means the concentration at half of the fitted maximal effect; % of control where 0% means no effect
Numbers without * were called inactive; i = inactive; ? = inconclusive; . = no result given; [ ] = another dose, or the depositor's remark. Unless noted, the call rests on the fitted dose curve; in most records, active means well fitted curve in the direction sought with a large enough effect; inconclusive means small, poorly fitted or top-dose-only effect, or another doubt; inactive means no such curve, though single readings can be large; an effect the other way counts as inactive or inconclusive. An excerpt; count on the stated rates, not on these rows.

SMILES | PTHR1 agonist | PLK1 PBD inh | IL2 activator | HEK293 tox | EPAC1 antag | PI5P4K alpha inh | GLP1R inv ag | EPAC1 ag | GLP1R ag
CN1CCN(Cc2nc(Cc3cccc(F)c3)no2)CC1c1ccccc1 (stereo not drawn) | -2% | -5% | 0.0 | -3% | 0% | -2 | ? | -6% | 8%
Fc1ccc(-n2cc(CNCCc3ccncc3)c(-c3ccccc3Cl)n2)cc1 | -21% | -1% | 0.9 | 3% | 13% | 2 | ? | 3% | 6%
CCC(=NNS(=O)(=O)c1ccc(C)cc1)c1ccccc1 | -23% | -3% | -0.2 | 5% | -1% | 8 | -22% | 10% | 1%
CCOc1ccc(S(=O)(=O)N(CC(=O)NCc2ccccc2OC)c2ccccc2)cc1 | -22% | . | . | -4% | . | . | -28% | . | 0%
O=C(Nc1ccc(N2CCN(C(=O)c3ccccc3F)CC2)cc1)c1ncn[nH]1 | -1% | -13% | -2.1 | 8% | 2% | -1 | 6% | 16% | 0%
CCOC(=O)NN=C1CN(S(=O)(=O)c2ccc(C)cc2)C1 | -2% | 1% | 1.7 | 3% | 6% | -8 | 1% | 1% | -2%
O=C(Nc1cccc(Cl)c1)C1CCCCC1 | -65%[inhibitor] | -11% | 0.8 | 6% | 1% | 0 | 3% | 1% | 17%
O=C(NCC(c1cccs1)N1CCOCC1)c1cc([N+](=O)[O-])ccc1Cl (stereo not drawn) | i | 0% | 1.1 | -5% | 7% | -4 | -14% | 1% | 11%
ClCC1CN(Cc2ccccc2Cl)CCO1 (stereo not drawn) | -12% | -2% | 0.7 | 0% | 8% | 5 | 8% | 6% | -1%
CCOc1ccc2nc(NC(=O)CN3CCN(C)CC3)sc2c1 | i | -11% | 0.2 | 81%[activator] | 1% | 1 | ? | 15% | -4%
COc1ccc(C(=O)OCC(=O)c2ccc3c(c2)NC(=O)CO3)cc1S(=O)(=O)N1CCOCC1 | -15% | -7% | -0.3 | -3% | -14% | 1 | 7% | -2% | 14%
O=C(Cc1ccc(F)cc1)NC1CCS(=O)(=O)C1 (stereo not drawn) | -14% | 5% | -0.6 | 17% | 0% | 3 | 30% | 0% | 3%
CC1=CC(=NOS(=O)(=O)c2ccc(C)cc2)CC(C)(C)C1 | -21% | -1% | -0.3 | 1% | -20% | 5 | 11% | -19% | 12%
Cc1cccc(NC(=O)Nc2ccc(C)cc2Br)c1 | -19% | 0% | -0.9 | -4% | 0% | -1 | -2% | 1% | -5%
COC(=O)c1ccc(CN2CCCC(C(=O)Nc3cccc(-n4cccn4)c3)C2)cc1 (stereo not drawn) | -39%[inhibitor] | -3% | -4.1 | 0% | 16% | -3 | ? | -8% | 5%
CCOCCCNC(=O)c1cc2sc(Cl)cc2n1CC | ? | -9% | -1.6 | ? | -22% | . | ? | -12% | 0%
O=C(c1ccc2nc(Cc3cccc(Cl)c3)oc2c1)N1CCC[C@H]1CO | -2% | -7% | -1.2 | 5% | -3% | -2 | 31%[activator] | 0% | -3%
CCOC(=O)/C(C(N)=NC(C)C)=C(\O)c1ccccc1 | 17%[57.5 µM] | 2% | 0.1 | -17% | 5% | . | -16% | -1% | 5%
CCC1CCCCN1CCCNC(=O)c1cn(CC(C)C)c(=O)c2cc(OC)c(OC)cc12 (stereo not drawn) | i | -10% | -2.9 | 1% | -11% | -2 | 14% | -11% | 7%
CCOc1ccc(S(=O)(=O)N(C)CC(=O)N2CCCC2)cc1 | -20% | -20% | -3.3 | -6% | -11% | -2 | 3% | 5% | -1%
CCN(CC(=O)Nc1cc(Cl)ccc1C)C(=O)C1CCCCC1 | -3% | -9% | -0.2 | -5% | 0% | 7 | -20% | 9% | 5%
CCN(c1ccccc1)S(=O)(=O)c1cccc(C(=O)NCC(c2cccs2)N2CCOCC2)c1 (stereo not drawn) | i | -12% | -5.2 | 0% | -23% | 4 | -21% | 8% | -3%
COC(=O)c1ccc2nc(-c3ccc(C#N)cc3)c(Cc3cccc(F)c3)n2c1 | -24% | -4% | 0.1 | -5% | 6% | -5 | 6% | 3% | -1%
CCOC(=O)[C@]12CCCC=C1N(CCc1ccc(OC)c(OC)c1)C(=O)[C@H](CC(=O)NCCCCc1ccccc1)C2 | 3% | -2% | -1.2 | -27% | -14% | 12 | 10µM* | -1% | .
O=C(COC(=O)c1ccccc1C(=O)c1ccccc1)NCc1ccc(F)cc1 | -22% | 24µM* | 1.0 | -6%[0.307 µM] | -1% | -7 | 1%[0.307 µM] | 5% | 4%
CCCCSc1nnc([C@H](C)NC(=O)OC(C)(C)C)o1 | -6%[57.5 µM] | -19% | 1.2 | -1% | 5% | . | 0% | -2% | -9%
Cc1ccc(S(=O)(=O)CC(O)CN2CCCC2=O)cc1 (stereo not drawn) | i | -7% | -2.7 | 9% | 4% | -9 | 9% | 5% | -12%
COc1ccc(S(=O)(=O)N(CC(N)=O)C2CCCCC2)cc1Cl | i | 12µM* | -0.9 | 21% | -2% | -28 | 0% | 2% | 5%
CCCOc1ccccc1Cn1c(=O)oc2ccccc21 | -19% | -2% | -2.1 | 3% | -7% | -2 | -70% | 9% | 9%
COC(=O)c1cc(NC(=O)c2c(Cl)nc3sccn23)cc(C(=O)OC)c1 | i | 3% | 1.3 | 6% | 3% | 23 | 6% | -5% | -3%

Of the compounds above, these contain four or more nitrogen atoms:
SMILES | PTHR1 agonist | PLK1 PBD inh | IL2 activator | HEK293 tox | EPAC1 antag | PI5P4K alpha inh | GLP1R inv ag | EPAC1 ag | GLP1R ag
CN1CCN(Cc2nc(Cc3cccc(F)c3)no2)CC1c1ccccc1 (stereo not drawn) | -2% | -5% | 0.0 | -3% | 0% | -2 | ? | -6% | 8%
Fc1ccc(-n2cc(CNCCc3ccncc3)c(-c3ccccc3Cl)n2)cc1 | -21% | -1% | 0.9 | 3% | 13% | 2 | ? | 3% | 6%
O=C(Nc1ccc(N2CCN(C(=O)c3ccccc3F)CC2)cc1)c1ncn[nH]1 | -1% | -13% | -2.1 | 8% | 2% | -1 | 6% | 16% | 0%
CCOc1ccc2nc(NC(=O)CN3CCN(C)CC3)sc2c1 | i | -11% | 0.2 | 81%[activator] | 1% | 1 | ? | 15% | -4%
COC(=O)c1ccc(CN2CCCC(C(=O)Nc3cccc(-n4cccn4)c3)C2)cc1 (stereo not drawn) | -39%[inhibitor] | -3% | -4.1 | 0% | 16% | -3 | ? | -8% | 5%

Additional structures:
SMILES | PTHR1 agonist | PLK1 PBD inh | IL2 activator | HEK293 tox | EPAC1 antag | PI5P4K alpha inh | GLP1R inv ag | EPAC1 ag | GLP1R ag
CN(C)CCCN(C(=O)c1ccc(S(=O)(=O)N2CCc3ccccc3C2)cc1)c1nc2ccc(F)cc2s1 | i | -11% | -1.1 | ? | ? | -1 | ? | -14% | -11%
NC(=O)c1csc(C2OC(CO)C(O)C2O)n1 (stereo not drawn) | i | -9% | 1.9 | -1% | 5% | 3 | ? | 6% | -5%
COc1ccc(CNCC(O)(c2ccc(Cl)cc2)c2ccc(Cl)cc2)cc1OC | -40%[inhibitor] | 5% | -3.2 | ? | -22% | 0 | ? | 21% | 1%
CSCCC(NC(=O)c1ccccc1Br)C(=O)NNC(=O)C1COc2ccccc2O1 (stereo not drawn) | -21% | 3% | 0.4 | -38% | 12% | -2 | -6% | -1% | -3%
COc1ccc(NC(=O)C(=O)NCCc2csc(-c3ccc(Cl)cc3)n2)cc1 | -23% | . | . | 0% | . | . | 0% | . | 1%
CCSc1ccccc1C(=O)Nc1nncs1 | i | -16% | -1.8 | -5% | 8% | -2 | 1% | -3% | -9%
Cc1nn(-c2ccccc2)c(Cl)c1C(=O)NCc1ccccc1F | -3% | -7% | -0.5 | 1% | -7% | -3 | -14% | 10% | 28%
CC(=O)N1CCN(c2ccc(NC(=O)c3ccc(Br)o3)cc2Cl)CC1 | -38%[inhibitor] | -7% | -0.6 | -17% | 8% | -3 | 18% | -16% | -2%
CSCCC(NC(=O)c1ccccc1)C(=O)N1CCN(Cc2ccc(Cl)cc2)CC1 (stereo not drawn) | i | 4% | -0.8 | -15% | 3% | -2 | ? | -4% | 3%
COc1ccc2[nH]c(C(=O)O)c(CCC(=O)O)c2c1 | i | -3% | 0.4 | 3% | 3% | -24 | 5% | 3% | -8%
Cc1ccccc1C(=O)Oc1ccc(Cl)cc1C(=S)N1CCOCC1 | i | 0% | -0.1 | -6% | -29% | 2 | ? | 16% | -1%
CC(=O)c1cccc(Nc2ccc(-c3ccccc3F)nn2)c1 | -41%[inhibitor] | -10% | -0.3 | 2% | 1% | -11 | -5% | -6% | 14%
Cc1cc(NC(=O)CSc2nnc(-c3ccc(Cl)s3)o2)no1 | ? | 0% | -0.3 | -12% | 12% | 6 | 17% | -11% | -27%
Cc1noc(C)c1C(=O)OCC(=O)NC1CC1 | i | -10% | -0.3 | 3% | -3% | -8 | 1% | 3% | 0%
O=C(Cn1ccc(NC(=O)OCc2ccccc2)nc1=O)NCC1CCCO1 (stereo not drawn) | -2% | -8% | 0.8 | 5% | 2% | -6 | 14% | 2% | -1%
CC(C)Oc1ccc(C(=O)Nc2nnc(C3=COCCO3)o2)cc1 | -11% | -9% | -0.1 | ? | -12% | -5 | -16% | -12% | -8%
CCCNC(=O)c1cccc(Cn2nc(C)c(Br)c2C)c1 | -27% | -24% | 0.4 | -13% | 15% | -10 | ? | -5% | 0%

Some of these compounds in order of their number in GLP1R ag, rising.
Compound	PTHR1 agonist	PLK1 PBD inh	IL2 activator	EPAC1 antag	PI5P4K alpha inh	GLP1R inv ag	GLP1R ag
COc1ccc2[nH]c(C(=O)O)c(CCC(=O)O)c2c1	i	-3%	0.4	3%	-24	5%	-8%
CSCCC(NC(=O)c1ccccc1Br)C(=O)NNC(=O)C1COc2ccccc2O1 (stereo not drawn)	-21%	3%	0.4	12%	-2	-6%	-3%
O=C(Cn1ccc(NC(=O)OCc2ccccc2)nc1=O)NCC1CCCO1 (stereo not drawn)	-2%	-8%	0.8	2%	-6	14%	-1%

Screening data: PubChem BioAssay, National Center for Advancing Translational Sciences (NCATS)
